G6PDH CS – L. mesenteroides G6PDH inhibition counter-screen; Purified L. mesenteroides G6PDH, diaphorase/resazurin coupled fluorescence, 45 min; inhibition, % at 5 µM; 0.12% of 200,000 active; AID 1020; in the data active = inhibition above about 50%
TNAP inh hi DEA – blocks human TNAP under high phosphate acceptor concentration; P05186; inhibition, % at 20 µM; 0.03% of 200,000 active; purified TNAP, CDP-star luminescence, 1 M DEA;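 active = over 50% inhibition of tissue-nonspecific alkaline phosphatase at 20 µM in the single-dose screen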;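 also: plate controls were DMSO wells for no effect and EDTA-quenched wells as full inhibition for full effect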
Diaph inh CS – inhibits diaphorase or chemically oxidizes, flagging diaphorase assay artifacts | diaphorase resazurin-to-resorufin fluorescence, NADH, 16 min; bacterial (C. kluyveri) enzyme, not human | inhibition, % at 20 µM | 0.69% of 190,000 active;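 active = primary screen inhibition at 20 µM above a set limit, cut at about 50% in these data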;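 also: plate controls were DMSO with full reaction for no effect and wells lacking NADH for full effect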
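Test system: bacterial diaphorase enzyme (C. kluyveri); Quantity: 0.14 U/mL diaphorase, enzyme working solution; Times: reaction incubation of 16 min at room temperature; Measured by: fluorescence of resorufin formed from resazurin, Ex 544/Em 590 nm; Benchmarks: positive control minus NADH, DMSO neutral control.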
PMI act satM6P – PMI (human) activation, high substrate; P34949; coupled PMI enzyme assay, resazurin fluorescence, 20 min; active compounds read high; 1 = untreated enzyme, 0 = substrate-free blank; activation factor at 20 µM; 0.34% of 190,000 active; AID 1216;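 active = activation factor of 2 or more at 20 µM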
Target sequence (P34949 whole entry, looked up): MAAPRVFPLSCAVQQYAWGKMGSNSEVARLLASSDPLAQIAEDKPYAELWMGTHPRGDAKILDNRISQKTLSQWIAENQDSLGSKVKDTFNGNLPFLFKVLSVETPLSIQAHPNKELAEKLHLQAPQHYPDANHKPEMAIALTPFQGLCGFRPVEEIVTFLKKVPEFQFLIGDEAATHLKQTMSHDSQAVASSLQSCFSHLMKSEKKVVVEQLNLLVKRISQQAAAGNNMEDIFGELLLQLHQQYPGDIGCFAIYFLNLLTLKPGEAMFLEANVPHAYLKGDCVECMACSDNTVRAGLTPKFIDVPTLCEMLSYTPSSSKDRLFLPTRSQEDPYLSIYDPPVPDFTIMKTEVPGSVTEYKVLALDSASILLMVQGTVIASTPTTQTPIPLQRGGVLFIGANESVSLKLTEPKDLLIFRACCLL
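assay system = human phosphomannose isomerase with PGI, G6PDH, diaphorase coupling enzymes | quantity = 15 ng/mL PMI | incubation = enzyme reaction with compound 20 min at room temperature | medium = HEPES pH 7.4 buffer with MgCl2 and Tween-20 | compound dosing = one concentration, 20 µM, in 1% DMSO | measured by = Diaphorase-driven resazurin-to-resorufin fluorescence, excitation 544, emission 590 nm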
TNAP inh noacc – TNAP (human) inhibition, acceptor-free conditions; P05186; purified TNAP, CDP-star luminescence, 30 min; inhibition, % at 20 µM; 0.26% of 200,000 active;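 active = tissue-nonspecific alkaline phosphatase inhibition above about 50% at 20 µM in the single-dose screen, limit read from the data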;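 also: 0% = DMSO negative control and 100% = EDTA positive control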
HMGR II inh – inhibitors of class II HMG-CoA reductase from Enterococcus faecalis | purified E. faecalis HMGR, NADPH absorbance 340 nm kinetic | inhibition, % at 10 µM | 0.41% of 190,000 active;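 active = inhibition above a set limit, the median over all tested compounds plus 3 SD, cut at about 9.5% in these data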;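 also: enzyme runs in reverse so mevalonate oxidation gives rising NADPH absorbance; 0% = complete reaction with DMSO and 100% = background rate lacking mevalonate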
PMI act – activators of human phosphomannose isomerase | activation factor at 20 µM | P34949 | purified human PMI, coupled resazurin fluorescence, 20 min; active compounds read high; 1 = vehicle control, 0 substrate-free wells | 0.005% of 190,000 active | AID 1214;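 active = activation factor of 2 or more at 20 µM, relative to plate controls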
Diaphorase act – counter-screen for diaphorase-based assays: diaphorase activators and chemical reducers | Diaphorase/resazurin coupled assay, resorufin fluorescence, 16 min; active compounds read high; 1 = vehicle wells, 0 = NADH-free wells | 0.005% of 190,000 active | activation factor at 20 µM;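 active = diaphorase activity raised at least twofold by the compound at 20 µM; inactive = activation factor below 2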
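Test system: Clostridium kluyveri diaphorase, purified enzyme; input: enzyme 0.07 U/mL final; buffer or medium: 50 mM HEPES pH 7.4 with 4.542 mM MgCl2, 0.005% Tween 20; also added: 0.114 mM NADH and 0.1 mM resazurin, final amounts; schedule: 16 min enzyme reaction, ambient temperature; technique: fluorescence of resorufin, 544 nm excitation, 590 nm emission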
TNAP act hiacc – increases human TNAP activity under high phosphate acceptor concentration | activation factor at 20 µM | purified TNAP, CDP-star luminescence, 1 M DEA, 30 min; active compounds read high; 0 = EDTA background, 1 = DMSO-only activity | 200,000 tested, under 10 active;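 active = activation factor at least 2 at 20 µM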
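system = human TNAP | amount = enzyme diluted 1/800 final | reagent = 100 µM CDP-star substrate | signal = luminescent substrate turnover signal | dosing = one dose, 20 µM | benchmarks = EDTA negative control, DMSO positive control | measure = activation factor | timing = 30 min reaction, room temperature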
FLuc act counter – affects firefly luciferase, flagging false hits in luciferase stimulation screens; 200,000 tested, under 10 active; AID 1027; activation factor at 10 µM; ATPlite luciferase biochemical, luminescence, 10 min; 0 = ATP-free wells, 1 = DMSO control;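 active = luciferase activation factor, scaled between plate controls, of at least 2 with compound at 10 µM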
Target sequence (P08659 whole entry, looked up): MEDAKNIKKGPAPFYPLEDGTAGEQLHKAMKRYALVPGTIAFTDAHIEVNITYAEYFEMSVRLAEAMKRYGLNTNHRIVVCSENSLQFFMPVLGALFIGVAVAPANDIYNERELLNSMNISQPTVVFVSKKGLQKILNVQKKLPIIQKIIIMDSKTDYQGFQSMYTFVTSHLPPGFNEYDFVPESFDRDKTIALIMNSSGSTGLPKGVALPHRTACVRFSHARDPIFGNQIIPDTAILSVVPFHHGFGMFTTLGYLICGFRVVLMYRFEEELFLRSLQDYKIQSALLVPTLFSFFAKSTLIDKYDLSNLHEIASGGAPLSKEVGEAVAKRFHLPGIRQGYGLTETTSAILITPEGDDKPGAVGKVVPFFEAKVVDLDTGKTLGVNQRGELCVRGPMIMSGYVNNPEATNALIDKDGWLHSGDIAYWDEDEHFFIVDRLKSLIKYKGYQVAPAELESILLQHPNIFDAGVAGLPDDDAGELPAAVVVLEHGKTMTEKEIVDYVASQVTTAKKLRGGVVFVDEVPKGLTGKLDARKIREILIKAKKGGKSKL
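System: cell-free luciferase reagent; medium: PBS as buffer for the ATP substrate; doses: test compounds dosed from 2 mM stocks in 100% DMSO; incubation: 10 min, room temperature; measured by: luminescence from luciferase reaction; read-out: luciferase activation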
An asterisk follows results filed as active.

no.	structure	G6PDH CS	TNAP inh hi DEA	Diaph inh CS	PMI act satM6P	TNAP inh noacc	HMGR II inh	PMI act	Diaphorase act	TNAP act hiacc	FLuc act counter
1	O=C(O)c1nc(N2CCCC2)ncc1Cl	2	-4	3	1	-8	-6	1	1	1	1
2	O=C(C1=C[C@H](c2ccc3c(c2)OCO3)C[C@H](OCCCCO)O1)N1CCOCC1	9	-6	-10	1	-9	-7	1	1.1	1.1	1
3	O=C(c1cccc(C(=O)N2CCN(c3ccccc3F)CC2)c1)N1CCN(c2ccccc2F)CC1	0	-3	6	1	-5	-1	1	0.9	1	1
4	CCOC(=O)/C(=N/Nc1ccccc1)Sc1nnnn1-c1ccc(C)cc1	7	-4	15	0.9	-8	-1	0.9	0.8	1	1
5	CCN(Cc1ccccc1)CC(O)COc1ccccc1 (configuration not stated)	14	-9	-2	1.1	-6	-7	1	1	1.1	1
6	Cc1cc(C(=O)Nc2nc3ccc(S(C)(=O)=O)cc3s2)c(C)o1	4	1	12	1	-3	1	0.9	0.9	1	0.6
7	O=C(COc1ccc2c(c1)C(=O)CC1(CCCCC1)O2)NCc1ccccc1	-1	-7	10	1	-16	0	1	0.9	1.1	1.1
8	Cc1cc2ccccc2c(=O)n1CC(=O)NCC(=O)N1CCN(c2ccccc2)CC1	6	0	4	1	-5	-7	1	1	1	1
9	CCOCCCNC(=O)COc1ccc(OC)cc1	4	-7	13	1.1	-7	-9	1	0.9	1.1	1.1
10	Cc1ccc(C2N(c3ccccc3)C(=O)N3CCCN23)cc1 (configuration not stated)	2	-3	9	1	-12	-5	1	0.9	1	1.1
11	OCc1cnc(SCc2ccccc2)n1Cc1ccccc1	-2	0	7	1	-8	3	0.9	0.9	1	1
12	COCCCNS(=O)(=O)c1ccc(Oc2ncc(C(F)(F)F)cc2Cl)cc1	14	4	21	0.8	-2	-4	0.8	0.8	1	1
13	CN(C)c1ccc(CNc2ccc3c(c2)ncn3C)cc1	3	-4	15	0.9	1	2	0.8	0.8	1	1.1
14	CCN1C(=O)C(O)(CC(=O)c2cc(C)ccc2C)c2ccccc21 (configuration not stated)	5	-2	5	0.9	-7	5	0.9	0.9	1	1.1
15	O=C(NCc1ccccn1)C1CCN(S(=O)(=O)c2cccs2)CC1	5	-3	14	0.9	-10	-8	0.9	0.9	1	1

One compound at a time, as listed above.
O=C(O)c1nc(N2CCCC2)ncc1Cl as listed: G6PDH CS: 2; TNAP inh hi DEA: -4; Diaph inh CS: 3; PMI act satM6P: 1; TNAP inh noacc: -8; HMGR II inh: -6; PMI act: 1; Diaphorase act: 1; TNAP act hiacc: 1; FLuc act counter: 1
CCOCCCNC(=O)COc1ccc(OC)cc1 as listed: G6PDH CS: 4; TNAP inh hi DEA: -7; Diaph inh CS: 13; PMI act satM6P: 1.1; TNAP inh noacc: -7; HMGR II inh: -9; PMI act: 1; Diaphorase act: 0.9; TNAP act hiacc: 1.1; FLuc act counter: 1.1
Cc1ccc(C2N(c3ccccc3)C(=O)N3CCCN23)cc1 (configuration not stated) as listed: G6PDH CS: 2; TNAP inh hi DEA: -3; Diaph inh CS: 9; PMI act satM6P: 1; TNAP inh noacc: -12; HMGR II inh: -5; PMI act: 1; Diaphorase act: 0.9; TNAP act hiacc: 1; FLuc act counter: 1.1

The list goes on:
no.	structure	G6PDH CS	TNAP inh hi DEA	Diaph inh CS	PMI act satM6P	TNAP inh noacc	HMGR II inh	PMI act	Diaphorase act	TNAP act hiacc	FLuc act counter
16	Cc1cc2oc(=O)cc(CN3CCc4ccccc43)c2cc1Cl	-2	-2	21	1.1	-7	-1	1.1	0.8	1	1.1
17	CCOc1ccc(S(=O)(=O)NCCN2CCOCC2)c2ccccc12	-1	2	9	1	-3	3	1	0.9	1	1
18	COc1ccc(Nc2cc(C(=O)NCc3ccccn3)c3ccccc3n2)c(OC)c1	-6	1	3	1	-4	-9	1	1	1	0.8
19	CC(C)(C)c1csc(NC(=O)Nc2ccccc2)n1	11	-8	24	0.9	-14	-2	0.9	0.8	1.1	0.5
20	O=C(CN1CCCCCC1)Nc1ccc(Br)cc1	1	2	4	1.1	-15	-2	1.1	1	1	1
21	COC(=O)[C@@]1(Cc2ccc(F)cc2)[C@H]2c3cc(C(=O)N4CCCC4)n(Cc4ccc(C(F)(F)F)nc4)c3C[C@H]2CN1C(=O)c1ccccc1	15	-3	11	0.9	-8	-8	1	0.9	1	1
22	Cc1ccc(S(=O)(=O)N(C)CC(=O)Nc2nc3ccccc3s2)cc1	15	-4	2	1	-5	-1	0.9	1	1	1
23	O=[n+]1c2c(n([O-])c3cc(F)ccc31)CCCC2	21	-8	24	0.7	1	-4	0.9	0.8	1.1	1.1
24	COc1cc(/C=C/C(=O)OCC(=O)Nc2ccc3c(c2)OCCO3)ccc1OCC#N	7	-6	2	1.1	-3	0	1.1	1	1.1	1.1
25	Cc1ccc2c(c1)-c1c(cnn1CC(=O)N1CCCN(Cc3ccccc3F)C1)CO2	-30	-3	12	1	-1	3	1	0.9	1	1.1
26	O=C(O)c1cccc(N2C(=O)CSC2c2c(F)cccc2Cl)c1 (configuration not stated)	9	-4	12	1.1	-6	1	1.1	0.9	1	1.1
27	CC1(C)OC(=O)C(=CNC(CCC(N)=O)C(=O)O)C(=O)O1 (configuration not stated)	-2	-3	12	1	-4	-4	1	0.9	1	1.1
28	CC(=O)Cn1cnc2sc(-c3ccccc3)cc2c1=O	-1	-3	13	1	-19	-7	1	0.9	1	0.7
29	CCNC(=S)N1CCN=C1Nc1nc(C)cc(C)n1	5	-3	10	1	-6	2	1	0.9	1	1.1
30	CCO[C@@H]1OC(C(=O)O)=C[C@H](C2CCCCC2)[C@H]1CCCO	12	-4	22	0.9	-5	5	0.9	0.8	1	1
31	COc1ccc(OC)c(C2CC(=O)N3CN(c4ccc(C)c(Cl)c4)CSC3=C2C#N)c1 (configuration not stated)	6	-10	42	1	-16	-6	0.7	0.6	1.1	1.1
32	O=C(NNC1=NCCCCC1)c1cccc([N+](=O)[O-])c1	2	-4	8	1	2	0	1	0.9	1	1.1
33	CCC(=O)c1ccc(OCC(=O)NCCc2ccccn2)cc1	2	3	-4	1	0	2	1.1	1	1	1
34	O=C(NCc1ccc(Cl)cc1)C1CCN(S(=O)(=O)c2ccc(F)cc2)CC1	5	-5	2	1.1	-10	-5	1	1	1	1.1
35	COc1ccc(CCNC(=O)CCNC(=O)c2ccc(Cl)cc2)cc1OC	-4	3	3	1.1	-6	-17	1	1	1	1
36	Cc1sc2ncn(-c3ccccc3)c(=O)c2c1C	12	-5	7	1	0	-9	0.9	0.9	1	1
37	C=CCn1c(=S)[nH]c2nc3c(cc2c1=O)CCCC3	-14	-3	4	0.9	-11	-8	1	1	1	1
38	COc1cccc(C(=O)NCc2ccc(N3CCN(C(=O)OC(C)(C)C)CC3)cc2)c1	0	0	11	1.1	-8	-2	1.1	0.9	1	1
39	CNc1nc(N/N=C/c2ccc([N+](=O)[O-])cc2)nc(Nc2ccccc2)n1	1	-3	5	1.1	-5	2	1.1	1	1	1
40	CC(=O)Nc1ccc(OCC(=O)c2cc(C)ccc2C)cc1	-7	-1	4	1	-12	-2	1	1	1	1
41	O=C(CSc1nc2ccccc2c(=O)n1CCC(=O)N1CCCCC1)NCc1ccccc1	7	-1	12	0.9	-7	-8	1	0.9	1	1.1
42	COc1cc(C=O)ccc1Oc1nc(Nc2ccc(F)cc2F)nc(N2CCOCC2)n1	-1	-2	13	1	-13	3	1	0.9	1	1
43	COC(C(=O)NC1CCCCCCC1)c1ccccc1 (configuration not stated)	3	-4	14	1	-19	0	1	0.9	1	1
44	COc1cc2c(cc1OC)CN(c1nc(CN3CCOCC3)nc3sc4c(c13)CCCC4)CC2	-10	-2	25	0.9	-23	-5	0.9	0.8	1	1.1
45	COCC(=O)Nc1cccc(C(F)(F)F)c1	7	1	13	0.9	-6	-2	0.8	0.9	1	1
46	COc1ccc(CNS(=O)(=O)c2cccc(S(=O)(=O)N3CCOCC3)c2)cc1	8	1	12	0.9	-16	0	0.9	0.9	1	1
47	COc1ccc(C(=O)CSc2nc(C)cc(C)n2)cc1[N+](=O)[O-]	6	-2	12	0.9	-10	-3	0.9	0.9	1	1
48	Cc1ccc(S(=O)(=O)n2nc(C)cc2C)cc1	2	2	6	1	-5	-1	1.1	0.9	1	1.1
49	CC(=O)Nc1ccc(S(=O)(=O)N2CCCCC2C(=O)O)cc1 (configuration not stated)	3	-6	1	1	-13	-6	1	1	1.1	1.1
50	Cc1ccc(S(=O)(=O)Nc2ccccc2-c2ccccc2)cc1	9	0	13	0.9	-3	-7	0.9	0.9	1	1
51	O=[N+]([O-])c1cc(/C=N/N/C(=N/c2ccccn2)c2ccccn2)ccc1O	-11	12	17	1.4	-120	-9	1.2	0.8	0.9	1
52	O=C(c1ccc(CS(=O)(=O)c2ccc(Br)cc2)o1)N1CCN(C2CCCCC2)CC1	16	-6	3	1.1	1	4	1.1	1	1.1	1.1
53	COc1cccc(NC(=O)C2CC(=O)OC23CCOC(C)(C)C3)c1 (configuration not stated)	7	-10	-4	1.1	2	-2	1.1	1	1.1	1.1
54	CCOc1ccc(C2C(C(=O)OC)=C(C)N=C3SCCC(=O)N32)cc1OCC (configuration not stated)	5	0	9	1	10	-2	1	0.9	1	1.1
55	COc1ccc(OCCCC(=O)Nc2nc(-c3ccccn3)cs2)cc1	19	-4	-19	0.9	-41	-5	1	1.2	1	1
56	CCCCn1c(SCC(=O)Nc2cc(C)[nH]n2)nc2ccsc2c1=O	1	-1	9	0.9	-10	-4	1	0.9	1	1
57	COc1ccc(C2NC(=S)NC3=C2CCCC3=C2SCCS2)cc1 (configuration not stated)	9	-2	13	1.1	3	5	1.1	0.9	1	1
58	CCOc1cccc(C(=O)Nc2cccc(NC(=O)c3ccco3)c2)c1	3	-2	13	1	-14	-1	1	0.9	1	1
59	N#C/C(=C\c1cn(Cc2cccc(F)c2)c2ccccc12)C(=O)NCc1ccco1	3	4	20	0.9	-12	2	0.8	0.8	1	1
60	Cc1ccc(-c2nnc(SCC(=O)NCC3CCCO3)n2C)cc1 (configuration not stated)	14	-1	-3	1.1	-1	-5	1.1	1	1	1.1
